Screening data as filed in PubChem BioAssay.
PKM2 activator – activators of human pyruvate kinase M2 | P14618 | purified PKM2, Kinase-Glo ATP luminescence, activation; response scale: 0% is enzyme alone, no compound | Potency, µM (top dose mostly 57.5 µM), for inactives: at the top dose activation, most hits filed as activators | 260,000 tested, 0.34% active; also: potency is read from the fitted curve at half-maximal effect; % is scaled to controls: 0 for no effect and ±100 for the full control effect; nearly all actives have a fitted effect of over 55% in size
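Purified hPK-M2 (>95%) run at intermediate activity with 0.1 mM ADP and 0.5 mM PEP in 50 mM imidazole pH 7.2, KCl, MgCl2; 1 h room temperature. ATP formed read by Kinase-Glo luminescence; normalized to uninhibited and no-enzyme controls.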
FLuc counter – firefly luciferase modulation, counter-screen for miR-21 project | Potency, µM (series often up to 57.5 µM), inactives show top-dose activity change, negative = inhibition, hits mostly inhibitors | 360,000 tested, 6.9% active | purified FLuc, Km substrates, luminescence inhibition;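 also: potency is read from the fitted curve at half-maximal effect; plate controls were vehicle for no effect and reference inhibitor for full effect; nearly all actives have a fitted effect of over 55% in size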
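Purified P. pyralis luciferase, 10 nM final, with Km-level 10 uM D-luciferin and 10 uM ATP in 50 mM Tris acetate pH 7.5, 10 mM Mg acetate, 0.01% Tween-20, 0.05% BSA; 6-point qHTS titration about 60 µM downward; luminescence read.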
Rab9 promoter act – activators of Rab9 promoter; Huh7 Rab9 promoter-luciferase reporter, luminescence, 24 h; Potency, µM (series often up to 9.22 µM), without a hit: top-dose activation, negative = inhibition, actives largely listed as activators; 320,000 tested, 2.8% active; also: potency is read from the fitted curve at half-maximal effect; % of control where 0% means no effect; nearly all actives have a fitted effect of over 60% in size
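Huh7 cells stably carrying a Rab9 promoter-luciferase reporter, 1500 cells per well in OP-MEM I with 10% FBS, treated with compound 24 hours at 37C. Luciferase activity read by luminescence after 10 minutes with Amplite reagent.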
Menin MLL FP TR – menin-MLL binding inhibition, Texas Red mutant peptide | Menin + Texas Red MLL mutant peptide, fluorescence polarization | 270,000 tested, 0.23% active | Potency, µM (titrated, usually from 61.6 µM), inactives show at the top dose FP activity change, negative = inhibition, hits mostly inhibitors | O00255; active = well fitted inhibition curve with a large enough effect in the polarisation, with a control signal flat, not every such curve was filed as active; inconclusive = small, poorly fitted or top-dose-only effect, or effect the other way, or a change in a side signal; inactive = no such curve, though single readings can be large or run the other way; the % refers to the polarisation; also: potency is read from the fitted curve at half-maximal effect; % of control where 0% means no effect; many of its hits are not listed in these tables
Target sequence (O00255 whole entry, looked up): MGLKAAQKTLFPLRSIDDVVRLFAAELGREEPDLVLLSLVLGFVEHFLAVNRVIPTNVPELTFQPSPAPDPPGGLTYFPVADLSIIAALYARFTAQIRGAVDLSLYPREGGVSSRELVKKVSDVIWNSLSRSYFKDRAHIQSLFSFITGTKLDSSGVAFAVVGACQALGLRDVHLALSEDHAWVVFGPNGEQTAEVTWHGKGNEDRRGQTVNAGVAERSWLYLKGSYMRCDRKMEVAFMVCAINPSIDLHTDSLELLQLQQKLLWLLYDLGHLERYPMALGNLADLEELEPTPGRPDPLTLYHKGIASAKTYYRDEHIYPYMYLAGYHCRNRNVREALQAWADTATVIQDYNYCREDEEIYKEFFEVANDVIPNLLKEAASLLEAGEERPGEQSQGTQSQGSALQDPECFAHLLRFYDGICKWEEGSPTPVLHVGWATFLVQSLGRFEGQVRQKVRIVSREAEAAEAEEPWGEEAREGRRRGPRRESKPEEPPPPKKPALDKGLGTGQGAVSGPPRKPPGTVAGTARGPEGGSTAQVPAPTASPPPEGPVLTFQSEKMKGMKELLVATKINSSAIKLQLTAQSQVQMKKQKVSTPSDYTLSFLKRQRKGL
Mito fusion yeast – blocks mitochondrial division or promotes mitochondrial fusion; S. cerevisiae fusion-defective mutant growth rescue, CellTiterGlo 48 h; Potency, µM (titrated, usually from 46.1 µM), without a hit: at the highest dose growth rescue (activation), hits mostly activators; 320,000 tested, 0.23% active; AID 485298;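 also: potency is read from the fitted curve at half-maximal effect; % of control where 0% means no effect; nearly all actives have a fitted effect of over 45% in size; temperature-sensitive fusion mutants such as fzo1-1 at 37 °C on non-fermentable ethanol glycerol medium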
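Growth-rescue viability read-out: after 48 h at the non-permissive 37C in glycerol/ethanol YPEG, yeast mitochondrial fusion mutants are measured by CellTiterGlo luminescence; compounds (23 nl pinned per well) restoring growth score as division inhibitors or fusion activators.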
KCNH2 3.1 block – KCNH2 3.1 (human) potassium channel inhibition | AID 720553 | activity change, % (tested at about 1.8 µM) | U2OS KCNH2 3.1, thallium flux FluxOr; stronger effect = lower value | 340,000 tested, 0.95% active;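 active = maximum activity change below -70%; inconclusive = maximum activity change from -70% to -50%; inactive = maximum activity change above -50%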;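 also: thallium influx rate constant from kinetic fluorescence after stimulation buffer; % is scaled to controls: 0 for no effect and ±100 for the full control effect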
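Thallium flux via FluxOr fluorescence (Red40 quencher, 45 min loading) in U2OS cells virally expressing the KCNH2 3.1 isoform (1.77 x 10^8 /mL virus, overnight at 37 C). Rate constants from 2-min kinetic reads post-stimulation, normalised to positive and negative controls.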
NPC1 promoter act – activates the NPC1 promoter; Huh7 NPC1 promoter luciferase reporter, 24 h; Potency, µM (highest dose often 9.22 µM), without a hit: at the top dose activation, most hits filed as activators; 320,000 tested, 2.4% active;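 also: potency is read from the fitted curve at half-maximal effect; % of control where 0% means no effect; nearly all actives have a fitted effect of over 60% in size; reporter is driven by a mutant NPC1 promoter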
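Cells: Huh7 expressing luciferase under the NPC1 promoter, 1500/well. Seeded 2 h, compound added, incubated 24 h at 37 °C. Luciferase reagent, 10 min ambient, then luminescence.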
MBNL1 CUG block – MBNL1-poly(CUG) RNA binding inhibition; Q9NR56; TR-FRET MBNL1-His/biotin-(CUG)12 binding, 665/545 ratio; Potency, µM (highest dose often 57.5 µM), for the others: top-dose activity change, negative = inhibition, most hits filed as inhibitors; 280,000 tested, 0.036% active; AID 2675; active = well fitted inhibition curve with a large enough effect in the signal ratio, with a control signal flat, not every such curve was filed as active; inconclusive = small, poorly fitted or top-dose-only effect, or effect the other way, or a change in a side signal; inactive = no such curve, though single readings can be large or run the other way; the % refers to the signal ratio; also: potency is read from the fitted curve at half-maximal effect; % is scaled to controls: 0 for no effect and ±100 for the full control effect
Target sequence (Q9NR56 whole entry, looked up): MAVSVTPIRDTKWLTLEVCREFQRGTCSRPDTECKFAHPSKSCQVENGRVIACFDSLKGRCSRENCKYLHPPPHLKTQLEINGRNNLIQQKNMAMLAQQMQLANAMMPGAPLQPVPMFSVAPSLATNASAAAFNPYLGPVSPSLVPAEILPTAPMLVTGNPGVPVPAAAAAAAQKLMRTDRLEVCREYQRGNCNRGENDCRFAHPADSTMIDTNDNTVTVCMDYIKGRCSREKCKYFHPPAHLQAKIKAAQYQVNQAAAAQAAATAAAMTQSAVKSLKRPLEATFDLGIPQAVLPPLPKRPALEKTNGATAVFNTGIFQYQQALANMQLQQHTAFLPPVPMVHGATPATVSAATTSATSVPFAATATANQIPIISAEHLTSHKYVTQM
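Ratiometric TR-FRET (665 over 545 nm, excitation 340 nm) tracks disruption of MBNL1-His/biotin-(CUG)12 complex after 60 min at room temperature, with compounds at 92 nM to 58 uM final.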
VP16 counter – inhibits Gal4-VP16 luciferase reporter, ROR gamma counter-screen. Drosophila S2 Gal4-VP16 UAS-luciferase, luminescence, 20 h. Potency, µM (top dose mostly 53.6 µM), inactives show at the top dose activity, negative = inhibition, usual class: inhibitors. 310,000 tested, 3.5% active;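 also: Gal4-VP16 expression switched on by copper sulfate through the metallothionein promoter; potency is read from the fitted curve at half-maximal effect; % is scaled to controls: 0 for no effect and ±100 for the full control effect; nearly all actives have a fitted effect of over 50% in size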
RORg inh – blocks mouse ROR gamma transcriptional activity. P51450. Drosophila S2 Gal4-RORgamma UAS-luciferase reporter, 20 h. Potency, µM (top dose mostly 53.6 µM), inactives show at the top dose activity change, negative = inhibition, actives largely listed as inhibitors. 310,000 tested, 5.4% active. AID 2551; also: potency is read from the fitted curve at half-maximal effect; % is scaled to controls: 0 for no effect and ±100 for the full control effect; nearly all actives have a fitted effect of over 60% in size
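In this cell-based reporter format, copper sulfate (700 uM final) drives Gal4–ROR gamma fusion expression from a metallothionein promoter in Drosophila Schneider cells; compounds preincubated 1 hr, reporter read after 20 hr at ambient temperature.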
ELG1 repair inh – inhibitors of ELG1-dependent DNA repair in HEK293T cells; Potency, µM (top dose mostly 46.1 µM), for the others: top-dose activity change, negative = inhibition, usual class: inhibitors; 330,000 tested, 2.3% active; AID 504467; HEK293T ELG1-luciferase reporter, luminescence, 16 h; DNA damage induced by 5-fluorouridine; also: potency is read from the fitted curve at half-maximal effect; % is scaled to controls: 0 for no effect and ±100 for the full control effect; nearly all actives have a fitted effect of over 55% in size
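HEK293T cells expressing luciferase-tagged ELG1 (2,000/well) received 5-Fluorouridine plus compound or DMSO for 16 hr at 37 °C. Luciferase was read by ONE-Glo luminescence after 30 min at room temperature.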
Starred values were filed as active, the others as inactive; ? = inconclusive; nt = no result given; [ ] = another dose, or the depositor's remark. Unless noted, calls follow the shape of the dose curve; as a rule, active = well fitted curve in the direction sought with a large enough effect; inconclusive = small, poorly fitted or top-dose-only effect, or another doubt; inactive = no such curve, though single readings can be large; an effect the other way counts as inactive or inconclusive.

structure	PKM2 activator	FLuc counter	Rab9 promoter act	Menin MLL FP TR	Mito fusion yeast	KCNH2 3.1 block	NPC1 promoter act	MBNL1 CUG block	VP16 counter	RORg inh	ELG1 repair inh
CCCCCCn1c(=O)c(C(=O)N/N=C/c2cccc(F)c2)c(O)c2ccccc21	-9%	-4%	-2%	-5%	1%	nt	-4%	-7%	4%	17%	?
O=C(Nc1c(-c2ccccc2)nc2sccn12)c1ccccc1	-7%	-29%	4%	14%	-2%	-34	5%	2%	-11%	6%	9%
COc1ccc(NC(C)=O)cc1NC(C)C(=O)Nc1ccc(F)cc1 (centres undefined)	-4%	1%	-3%	1%	-2%	-7	-3%	2%	9%	-4%	0%
O=C(CCN1N=C(c2ccccc2)CCC1=O)NC1CCCC1	nt	0%	0%	0%	-1%	-17	-2%	1%	1%	17%	3%
Cc1ccc(CS(=O)(=O)CCC(=O)NCc2ccccc2Cl)cc1	2%	0%	4%	-20%	-6%	-73*	-2%	-9%	-1%	?	8%
Cc1ccc(C(=O)N/C(=C/c2cccs2)C(=O)NCC2CCCO2)cc1 (centres undefined)	0%	?	0%	-9%	2%	-1	-1%	?	-1%	0%	0%
COCCn1c(Cc2ccccc2)nnc1SCC(=O)NC(C)(C)C	4%	-1%	1%	7%	1%	3	-2%	-4%	-9%	12%	-1%
Cc1ccc(S(=O)(=O)N2CCN(C(=O)CC(C)n3nc(C)c(Cl)c3C)CC2)cc1C (centres undefined)	5%	-2%	3%	-22%	1%	2	0%	-8%	nt	nt	-9%
O=C(c1csc(Nc2ccccc2Cl)n1)N1CCCC1	8%	?	?	1%	8%	1	?	-12%	-30%	?	?
COc1ccccc1NC(=O)C1=C(C)Nc2ncnn2C1c1ccccc1C (centres undefined)	8%	0%	5%	6%	-1%	-5	-2%	-1%	-4%	18%	-25%
COCCCN1C(=O)C(=O)/C(=C(/O)c2ccc(S(=O)(=O)N3CCOCC3)cc2)C1c1ccc(F)cc1 (centres undefined)	nt	1%	-2%	nt	13%	-6	-2%	16%	4%	1%	?
O=C1CS/C(=N/N=C2CCCC2)N1	-5%	-2%	-6%	12%	2%	-3	-6%	-2%	?	7.9µM*	7%
CCCCNC(=O)/C=C/c1cccs1	3%	?	18%	-10%	-2%	7	10%	?	6%	44%	?
CCOc1ccc(-n2c(SCC(N)=O)nnc2-c2cccnc2)cc1	5%	-2%	-2%	nt	1%	8	0%	11%	15%	-25%	8%
Cc1cc(NC(=O)COc2cccc(C)c2C)no1	-3%	?	14%	0%	0%	10	16%	0%	?	34%	?
CCOC(=O)c1c(S(=O)(=O)NCC(=O)N2CCN(c3ccc(OC)cc3)CC2)c(C)n(C)c1C	nt	2%	-8%	nt	12%	10	-2%	-1%	2%	-18%	17%
COc1cc(OC)c(C#N)c(S(=O)(=O)Cc2ccccc2)c1	-3%	-5%	-4%	0%	3%	0	3%	0%	0%	3%	-4%
COCCCNC(=O)C(=O)Nc1cc2c3c(c1)CCC(=O)N3CCC2	nt	0%	-2%	-10%	-26%	15	-2%	56%[activator]	6%	-9%	?
CCOc1ccc(NC(=O)Cn2c(=O)oc3cc(Cl)ccc32)cc1	nt	5%	-8%	4%	3%	-7	1%	-7%	-26%	?	4%
O=c1oc2ccccc2c(O)c1/C=C1\C=Nc2ccccc21	-2%	27µM*	-3%	11%	-3%	17	13%	-10%	?	?	-4%

By substructure, those above containing an aryl thioether with sulfur outside any ring (2)
structure	PKM2 activator	FLuc counter	Rab9 promoter act	Menin MLL FP TR	Mito fusion yeast	KCNH2 3.1 block	NPC1 promoter act	MBNL1 CUG block	VP16 counter	RORg inh	ELG1 repair inh
COCCn1c(Cc2ccccc2)nnc1SCC(=O)NC(C)(C)C	4%	-1%	1%	7%	1%	3	-2%	-4%	-9%	12%	-1%
CCOc1ccc(-n2c(SCC(N)=O)nnc2-c2cccnc2)cc1	5%	-2%	-2%	nt	1%	8	0%	11%	15%	-25%	8%

(further entries)
structure	PKM2 activator	FLuc counter	Rab9 promoter act	Menin MLL FP TR	Mito fusion yeast	KCNH2 3.1 block	NPC1 promoter act	MBNL1 CUG block	VP16 counter	RORg inh	ELG1 repair inh
COc1cccc(NC(=O)CN(C)C(C)C(=O)Nc2ccc(C#N)cc2)c1 (centres undefined)	11%	-6%	-7%	-6%	-19%	4	-10%	-4%	?	15%	?
C=CCOc1cccc(C2NC(=O)c3ccccc3O2)c1 (centres undefined)	-3%	?	-2%	-2%	1%	-9	0%	-1%	-17%	7%	0%
CCn1cc(CN2CCc3c([nH]c4ccccc34)C2c2cccc(OC)c2)c(C)n1 (centres undefined)	-2%	-9%	1%	-16%	-7%	-12	0%	-3%	9%	20%	?
CC1C2CC(C(S(=O)(=O)N3CCOCC3)C2=O)C1(C)C (centres undefined)	11%	-3%	-1%	-3%	3%	1	-2%	4%	2%	-5%	9%
Cc1cccc(S(=O)(=O)NNC(=O)Cc2cccn2C)c1	0%	3%	-1%	-3%	1%	-1	-3%	0%	3%	-1%	5%
Cc1ccc(S(=O)(=O)N2CCCCC2CCNC(=O)C(=O)NC2CC2)cc1 (centres undefined)	nt	1%	15%	nt	-3%	-14	0%	nt	nt	nt	-1%
CS(=O)(=O)C1=NSC2=NC(=O)/C(=C\c3cccn3-c3ccccc3Cl)C(=N)N21	-1%	27µM*	16%	?	-9%	-11	0%	11%	7%	-11%	-9%
COc1ccc(NC(=O)CN2CCc3ccccc3C2)cc1OC	3%	2%	-1%	-20%	9%	23	-4%	nt	-18%	42%	-15%
Cc1cc(O)c(C(C[N+](=O)[O-])c2ccc(Cl)cc2Cl)c(=O)o1 (centres undefined)	26%	-2%	2%	?	-10%	10	-3%	0%	?	16µM*	-3%
CNC(=O)C(C)NS(=O)(=O)c1ccc(F)cc1 (centres undefined)	1%	?	-1%	nt	-7%	-4	-5%	-2%	-4%	-29%	7%
Cc1ccc(C(=O)N2CCN(C(=O)c3ccco3)CC2)cc1NC(=O)c1ccco1	1%	-2%	2%	-4%	-10%	-3	-2%	-2%	7%	-6%	-10%
CC(=O)Nc1cccc(NC(=S)Nc2cccc3ccccc23)c1	-3%	-12%	22%	nt	-15%	-11	-4%	20%	?	13µM*	?
O=C(O)c1ccc(/C=N/NC(=O)C(O)(c2ccccc2)c2ccccc2)cc1	1%	5%	0%	4%	1%	3	-4%	13%	nt	nt	11%
CCOc1ccc(NC(=O)CCS(=O)(=O)c2ccc3c(c2)CCCN3C(=O)CC)cc1	-1%	-3%	-2%	4%	-1%	-4	1%	-5%	-1%	23%	0%
Cc1ccc(S(=O)(=O)NCCN=C(CN2CCOCC2)NS(=O)(=O)c2ccc(C)cc2)cc1	4%	0%	11%	12%	-1%	0	-2%	-4%	-12%	?	-16%

Quoted at random: two entries already listed.
structure	PKM2 activator	FLuc counter	Rab9 promoter act	Menin MLL FP TR	Mito fusion yeast	KCNH2 3.1 block	NPC1 promoter act	MBNL1 CUG block	VP16 counter	RORg inh	ELG1 repair inh
COc1ccc(NC(=O)CN2CCc3ccccc3C2)cc1OC	3%	2%	-1%	-20%	9%	23	-4%	nt	-18%	42%	-15%
Cc1cc(O)c(C(C[N+](=O)[O-])c2ccc(Cl)cc2Cl)c(=O)o1 (centres undefined)	26%	-2%	2%	?	-10%	10	-3%	0%	?	16µM*	-3%

Some of the compounds tested; rates above refer to the full screens.
